From PubChem BioAssay
CYP2C19 inhib: inhibitors of human CYP2C19 | 21% of 96,000 active | P33261 | inhibition, % at 5 µM | CYP2C19 Supersomes, luciferin-H EGE luminescence, 30 min | AID 778;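 active means CYP2C19 inhibition above a set limit at 5 µM in the primary screen, cut at about 50% in these data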;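 further: plate controls were negative control wells for no effect and 2.5 mM tranylcypromine positive control for full effect; values of inactives mirror those of a sister screen read the other way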
Target sequence (P33261 whole entry, looked up): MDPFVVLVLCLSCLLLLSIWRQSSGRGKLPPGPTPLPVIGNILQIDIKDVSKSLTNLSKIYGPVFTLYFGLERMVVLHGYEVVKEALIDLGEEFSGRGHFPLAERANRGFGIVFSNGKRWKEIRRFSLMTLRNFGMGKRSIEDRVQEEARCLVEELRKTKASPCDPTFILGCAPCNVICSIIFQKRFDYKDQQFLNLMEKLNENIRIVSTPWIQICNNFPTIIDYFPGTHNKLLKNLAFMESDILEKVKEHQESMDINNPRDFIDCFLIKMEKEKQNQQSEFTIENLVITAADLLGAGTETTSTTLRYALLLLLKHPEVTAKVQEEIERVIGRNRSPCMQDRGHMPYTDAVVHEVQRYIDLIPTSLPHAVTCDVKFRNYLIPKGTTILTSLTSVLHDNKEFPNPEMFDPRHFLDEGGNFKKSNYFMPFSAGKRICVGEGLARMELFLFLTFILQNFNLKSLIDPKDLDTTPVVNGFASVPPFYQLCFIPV
VCAM1 TNFa inh: reduces TNF alpha induced VCAM1 expression in HUVEC. inhibition, % at 2 µM. 0.48% of 95,000 active. HUVEC TNFa-induced VCAM-1 immunofluorescence, high-content imaging;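 active means inhibition above the batch mean plus 3 SD, with images confirmed as a hit by eye, cut at about 37% in these data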;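 further: 0% = TNF-stimulated DMSO wells and 100% = unstimulated control wells; not every result past the cut was called active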
IL1B cytotox: HUVEC cytotoxicity counter-screen, IL-1B stimulated; HUVEC cell count loss, Hoechst imaging; cell count reduction, % at 2 µM; 0.41% of 94,000 active; AID 845;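 active means cell count reduction more than 3 SD above the screen-wide mean, cut at about 70% in these data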;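 further: normalized per plate to untreated control cells as the no-loss baseline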
DAT uptake mod: human DAT dopamine uptake with cocaine, either direction; Q01959; LLC-PK1 hDAT cells, [14C]-dopamine uptake with cocaine IC80; actives deviate in either direction; B-score at 10 µM; 1.3% of 110,000 active; AID 449768;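 active means Z score or B-score, a plate-position-corrected score, falls beyond the plate's 99.7% confidence bounds, in either direction; inactive means both scores lie inside the 99.7% bounds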;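 further: scored against the spread of the other compound wells on the same plate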
Candida biofilm: kills Candida albicans biofilms; C. albicans biofilm + clotrimazole, Alamar Blue; inhibition, % at 6 µM; 0.14% of 85,000 active;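 active means inhibition above 20%; inactive means inhibition below 20%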;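 further: preformed 24 hr biofilms exposed to compound for 48 hr; 0% = biofilm without compound and 100% = blank killed by clotrimazole plus chlorhexidine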
CYP2C9 activ: CYP2C9 (human) activation; P11712; recombinant CYP2C9, luciferin-H conversion, luminescence; stronger effect = higher value; factor 1 = untreated enzyme, 0 = blocked; activation factor at 5 µM; 1.4% of 96,000 active; AID 1024;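 active means activation factor of 2 or more for CYP2C9 at a 5 µM dose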;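 further: 0 = sulfaphenazole-blocked wells and 1 = vehicle-only wells; values of inactives mirror those of a sister screen read the other way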
CYP2C9 inh: inhibitors of human CYP2C9. P11712. AID 777. CYP2C9 Supersomes, luciferin-H conversion, luminescence. inhibition, % at 5 µM. 20% of 96,000 active;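 active means blocking of liver enzyme CYP2C9 beyond about 50% at 5 µM, limit read from the data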; further: values of inactives mirror those of a sister screen read the other way
HUVEC tox TNFa: HUVEC cytotoxicity counter-screen, TNF alpha stimulated; 0.17% of 93,000 active; cell count reduction, % at 2 µM; HUVEC TNFalpha-stimulated, Hoechst cell count, imaging; AID 848;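 active means cell count reduction exceeding the screen mean by over 5 SD, scaled to untreated wells per plate, cut at about 78% in these data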;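 further: cells counted after 24 h of TNF alpha exposure following the 1 h pretreatment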
CYP2C19 activ: activators of human cytochrome P450 2C19; 96,000 tested, under 10 active; activation factor at 5 µM; AID 1025; recombinant CYP2C19, luciferin-H EGE luminescence; stronger effect = higher value; 0 = fully inhibited enzyme, 1 = untreated enzyme; P33261;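 active means activation factor of at least 2 at 5 µM in the primary screen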;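 further: 0 = wells with 2.5 mM tranylcypromine and 1 = vehicle-only wells; values of inactives mirror those of a sister screen read the other way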
* = called active by the depositor; nt = no result given.

compound,Candida biofilm,VCAM1 TNFa inh,CYP2C19 inhib,CYP2C9 activ,CYP2C9 inh,HUVEC tox TNFa,IL1B cytotox,CYP2C19 activ,DAT uptake mod
Cc1ccc2c(c1)N(CCC(=O)NCC1COc3ccccc3O1)C(=O)CO2 (stereo unspecified),1,1,76*,0.6,35,-31,-5,0.2,0.38
c1cncc(-c2nn3c(Cn4nnc5ccccc54)nnc3s2)c1,3,3,-9,1,1,-5,-26,1.1,0.056
Cc1cccc(/C(N)=N/OC(=O)c2ccco2)c1,4,-3,-5,1,-4,-22,-4,1.1,-0.94
COCCNC(=O)COc1ccccc1C,5,5,2,1,4,-8,-1,1,1.5
CCOCCCNS(=O)(=O)c1cc(Br)cc2c1N(C(=O)C1CC1)CC2,4,nt,18,2.3*,-131,nt,nt,0.8,-1.4
CN1C(=O)C2(C(C#N)=C(N)N(c3ccc(Cl)cc3)C3=C2C(=O)CC(C)(C)C3)c2ccccc21 (stereo unspecified),nt,5,-10,0.9,10,-12,-11,1.1,0.16
Cc1ccc2cc(CCNC(=O)C(C)C)c(=O)[nH]c2c1C,10,15,6,0.7,30,-24,-20,0.9,0.1
O=C(c1c(O)c2ccccc2oc1=O)C1CCCCC1,2,-9,-5,0.4,65*,-18,-5,1,1.1
CCCc1cc(=O)[nH]c(SCc2cc(Cl)ccc2OC(F)F)n1,6,16,28,0.4,60*,-22,-5,0.7,-0.74
Cc1cc(NC(=O)c2sccc2C)n(-c2cccc(Cl)c2)n1,10,5,96*,0.5,52*,-34,-2,0,1.3
COc1ccc(NC2c3ccccc3C(=O)N2c2cccnc2)cc1Cl (stereo unspecified),12,nt,81*,0.4,58*,nt,nt,0.2,1.5
CCOC(=O)c1cc(-c2ccccc2)sc1NC(=O)c1ccc(OC)cc1,nt,-3,0,0.8,19,-20,17,1,-0.17
CC(Sc1nnnn1C)C(=O)Nc1ccccc1-c1ccccc1 (stereo unspecified),4,nt,16,0.9,10,nt,nt,0.8,0.5
O=C(Cn1c(=O)oc2ccccc21)c1ccccc1,11,5,93*,0.7,25,1,30,0.1,-0.78
CC(C)Cn1cc(C(=O)NCCCN2CCCC2=O)c2c3ccccc3n(C)c2c1=O,1,nt,-3,1,-2,nt,nt,1,0.35
O=C(c1n[nH]c(=O)c2ccccc12)N1CCN(C2c3ccccc3-c3ccccc32)CC1,2,-17,68*,0.4,64*,-7,20,0.3,2.5
COc1cc(NC(=O)c2cnn3c(C)cc(C)nc23)c(OC)cc1Cl,7,42,22,0.9,11,-3,-2,0.8,-0.85
COc1cc(NC(=O)CN2CCN(Cc3ccc4c(c3)OCO4)CC2)cc(OC)c1,nt,-13,49,0.5,47,-11,-7,0.5,nt
Cc1ccccc1-c1nnn(CC(=O)c2ccc(S(=O)(=O)N3CCCC3)cc2)n1,7,-2,14,0.9,9,-6,8,0.9,-0.72
COc1ccc(CCNC(=O)CN(c2ccccc2OC)S(C)(=O)=O)cc1OC,5,-2,40,0.6,42,-16,-9,0.6,0.057
OCC#Cc1cnc2ccccc2c1,3,3,27,0.8,15,-4,-6,0.7,-0.24
COc1cc(-c2nnc(CSc3nnc4nc(C)cc(C)n34)o2)cc(OC)c1OC,6,2,10,0.9,9,-32,-10,0.9,-0.6
Nc1nc(CN2CCCCC2)cs1,1,9,-4,1,0,-6,nt,1,-0.48
CCOC(=O)c1[nH]c2ccc(OC)cc2c1NC(=O)c1nonc1C,6,-16,15,0.6,36,1,-8,0.8,-0.038
CNC(=O)NC(=O)CSc1nnc(-c2ccco2)n1Cc1ccccc1,7,-2,-11,1.1,-6,-12,12,1.1,-0.7
Cc1cc2c(cc(C(=O)OCC(=O)NCc3ccco3)n2C)s1,-1,7,4,1,2,10,1,1,0.3
CC(C)C(=O)NC(=S)Nc1ccccc1C(F)(F)F,nt,-28,73*,0.4,63*,4,-58,0.3,-0.0032
CCn1c(=O)n(CC(=O)Nc2cc(OC)c(OC)c(OC)c2)c(=O)c2ccccc21,2,4,19,0.8,18,-8,5,0.8,0.026
CCOC(=O)c1ccc(-c2n[nH]c(=O)c3ccccc23)cc1,-1,-11,-2,0.9,9,-10,-12,1,-0.0019
COc1cccc(C(=O)Nc2ccc(S(=O)(=O)NCc3ccco3)cc2)c1,-4,nt,-7,0.9,6,nt,nt,1.1,-1.4
CSc1ccc(C2Nc3ccccc3-c3cc(C)nn32)cc1 (stereo unspecified),1,-9,50*,0.6,38,9,8,0.5,0.042
Cc1nc2cc3nc(C)sc3cc2s1,3,nt,16,0.8,20,nt,nt,0.8,1.3
CC(C)(C)NC(=O)C(c1ccco1)N(Cc1ccc(F)cc1)C(=O)c1snc(C(N)=O)c1N (stereo unspecified),-2,-4,66*,0.4,56*,-1,5,0.3,-0.57
Cc1cccc(NC(=O)NCc2ccccn2)c1,4,0,nt,nt,nt,-20,8,nt,-0.14
Cc1ccc(-n2c(Cc3cccn3C)nnc2SCC(=O)Nc2nnc(C)s2)cc1,2,14,-10,1,3,-14,nt,1.1,0.13
COc1ccc([N+](=O)[O-])cc1NC(=S)NC(NC(=O)C(c1ccccc1)c1ccccc1)C(Cl)(Cl)Cl (stereo unspecified),nt,4,16,0.3,69*,-15,8,0.8,-1.7
COc1cc2[nH]c3c(=O)n(CCN4CCCCC4)cnc3c2cc1OC,6,12,2,0.9,13,-35,-31,1,-0.082
FC(F)(F)c1cc(Oc2ccccc2)nc(-c2ccccn2)n1,nt,-13,8,0.8,15,2,-4,0.9,-1.1
COc1cccc(OC)c1C(=O)Nn1c(C2CCC2)nc2ccccc2c1=O,9,0,9,0.7,26,-4,-34,0.9,-1.6
Cc1cc(C)n(-c2nc(N(C)C)nc(N3CCOCC3)n2)n1,6,17,13,0.9,10,-21,-29,0.9,0.36
CCOc1ccc(C2c3c(oc4ccccc4c3=O)C(=O)N2c2ccc(C)cn2)cc1OC (stereo unspecified),2,nt,12,0.2,82*,nt,nt,0.9,-0.057
C=CCN(CC=C)C(=S)NC(=O)c1ccc(-c2ccccc2)cc1,nt,-46,-4,1.3,-26,-7,-12,1,0.2
O=C(c1cccc(C(=O)N2CCN(c3ccccc3F)CC2)n1)N1CCN(c2ccccc2F)CC1,7,0,90*,0.1,86*,0,-22,0.1,1.3
COc1ccc(NC(=O)CSc2nnc(-c3ccccn3)n2Cc2ccco2)cc1OC,12,17,15,0.7,35,-7,-36,0.8,1.6
CCn1c(=O)n(CC)c2cc(S(=O)(=O)Nc3ccccc3C)c(C)cc21,5,-4,72*,0.2,76*,-7,11,0.3,-0.0011
CCOC(=O)C12CNC(=O)C(C(=O)OCC)(CNC1=O)C2,5,nt,6,1.1,-5,nt,38,0.9,-0.094
CC(C)(C)OC(=O)N[C@H](Cc1ccccc1)C(=O)N1CCC(C(=O)O)CC1,7,14,-5,1,0,-19,6,1.1,-0.32
O=C(Oc1cccc(C(=O)N2CCOCC2)c1)c1ccc(Br)cc1,0,-28,0,1,-4,-8,-18,1,0.49
COCc1nnc(SCC(=O)NCc2ccccc2)n1-c1ccccc1,-2,44,44,0.9,14,nt,-30,0.6,0.59
COC(=O)c1sc2ccccc2c1NC(=O)c1cccs1,1,1,35,0.4,60*,-8,-4,0.7,-0.65
COc1ccc(Nc2nc(C)cc(C)c2C#N)cc1OC,-6,1,16,0.7,28,-4,-5,0.8,0.021
COc1cccc(-c2nnc3sc(-c4ccccc4)nn23)c1,8,nt,12,1,0,nt,nt,0.9,0.47
Cc1cccc(OCC(=O)Nc2ccc3c(c2)OCO3)c1C,nt,15,29,1.6,-56,-6,15,0.7,-0.37
Clc1ccc(CSc2nnc(CNc3cccc(Cl)c3)o2)cc1,4,7,53*,0.7,25,-15,9,0.5,nt
CC1CCN(c2ncnc3ccccc23)CC1,10,5,nt,nt,nt,-5,-5,nt,-0.68
CC(Oc1ccccc1Cl)c1nnc(N)s1 (stereo unspecified),12,-2,-2,1.2,-22,5,-4,1,-0.68
COC(=O)c1cc(NC(=O)c2ccoc2C)cc(C(=O)OC)c1,5,7,17,0.6,40,1,-1,0.8,-0.08
CCCCOC(=O)c1ccc(OC(=O)c2cccnc2)cc1,5,-2,19,1.1,-6,-26,-32,0.8,-0.045
O=C1/C(=C/c2ccccc2)CSc2sccc21,-2,-2,55*,0.6,40,18,nt,0.5,0.13
COc1ccc(-c2nc3cccc(C)n3c2NCc2ccco2)cc1OC,10,-5,26,0.9,11,-11,-23,0.7,-0.012

Later entries.
compound,Candida biofilm,VCAM1 TNFa inh,CYP2C19 inhib,CYP2C9 activ,CYP2C9 inh,HUVEC tox TNFa,IL1B cytotox,CYP2C19 activ,DAT uptake mod
O=C(Nc1cccnc1)c1cccc(NC(=O)c2ccco2)c1,5,-10,3,1.4,-42,-14,0,1,2
CCOC(=O)N1CCN(C(=O)CSCC(=O)Nc2nc(-c3ccc(OC)cc3)cs2)CC1,2,5,84*,0.2,83*,11,-24,0.2,0.99
COc1ccccc1N1CCN(C/C=C/c2ccc(N(C)C)cc2)CC1,6,nt,44,0.8,24,nt,nt,0.6,0.23
O=C(NC(=S)Nc1ccccc1)c1csnn1,nt,-1,34,1.1,-7,-2,22,0.7,-0.28
CCOC(=O)C(C(=O)N1CCOCC1)C1CCCCC1 (stereo unspecified),8,15,-1,1.1,-9,-21,0,1,-1.2
CCCCOc1ccc(-c2ncc(C(=O)O)c(C)n2)cc1,-4,-2,1,1,2,-22,2,1,-0.14
CCOC(=O)C1=C(C)NC(=O)NC1C1CC=CCC1 (stereo unspecified),9,2,52*,0.8,20,-9,-14,0.5,0.41
CC(C)Cc1ccc(/C(=N/O)C(=O)O)s1,8,-8,12,1,5,-7,-8,0.9,-0.7
